DAGLB inh – DAGLB lipase inhibitors, primary screen, biochemical, fluorescence, HTS; Diacylglycerol lipase-beta (Homo sapiens), Q8NCG7; HEK293T DAGLB membrane lysate, EnzChek fluorogenic substrate; inhibition, % at 5.17 µM; 0.059% of 340,000 active; AID 504411, 2011; in the data active = inhibition above about 34%;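 note: 0% = enzyme with vehicle and 100% = wells lacking enzyme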
Target sequence (Q8NCG7 whole entry, looked up): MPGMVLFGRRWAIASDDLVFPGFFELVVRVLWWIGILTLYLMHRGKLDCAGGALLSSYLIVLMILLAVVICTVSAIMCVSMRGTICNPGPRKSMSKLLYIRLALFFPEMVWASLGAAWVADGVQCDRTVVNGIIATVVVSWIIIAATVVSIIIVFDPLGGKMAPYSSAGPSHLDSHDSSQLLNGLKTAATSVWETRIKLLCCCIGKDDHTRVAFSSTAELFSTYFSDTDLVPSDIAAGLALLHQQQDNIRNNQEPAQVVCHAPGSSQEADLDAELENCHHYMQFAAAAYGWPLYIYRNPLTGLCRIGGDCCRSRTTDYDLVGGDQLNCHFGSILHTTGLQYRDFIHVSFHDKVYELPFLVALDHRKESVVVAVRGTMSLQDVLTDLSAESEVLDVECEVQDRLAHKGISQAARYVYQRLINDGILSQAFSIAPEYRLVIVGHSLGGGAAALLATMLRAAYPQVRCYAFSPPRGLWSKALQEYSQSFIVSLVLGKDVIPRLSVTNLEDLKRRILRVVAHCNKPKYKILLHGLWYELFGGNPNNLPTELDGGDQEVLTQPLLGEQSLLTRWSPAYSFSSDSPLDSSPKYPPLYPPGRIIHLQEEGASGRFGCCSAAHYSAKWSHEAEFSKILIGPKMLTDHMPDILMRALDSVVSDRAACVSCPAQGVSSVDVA
Arr AP2 block – inhibitors of beta-arrestin/AP2 binding, primary screen, biochemical, GPCR trafficking, flow cytometry. beta-arrestin 1 C-terminal peptide binding to AP2 beta2-adaptin appendage (human). FITC-arrestin peptide / GST-AP2 beads; AP2 beta2 appendage carries R879A mutation. inhibition, % at 10 µM. 0.31% of 340,000 active. AID 504490, 2011;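 active = inhibition above a set limit, near 3 SD of compounds lacking own fluorescence, cut at about 54% in these data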;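 note: plate controls were DMSO wells for no effect and 5 µM unlabelled arrestin peptide for full effect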
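test system = AP2 appendage R879A on GSH beads | buffer or medium = PBS plus Tween 20 (0.05%) and BSA (0.1%) | incubation = 12 min plus 1 h, RT | detection = bead flow cytometry, FITC channel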
OPRM1-OPRD1 ag – agonists of OPRM1-OPRD1 heterodimerization, primary screen, cell-based, luminescence | activation, % at 9.3 µM | 0.3% of 340,000 active | cells; in the data active = activation above about 18%;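 note: 0% = vehicle-treated cells and 100% = reference agonist; values of inactives mirror those of a sister screen read the other way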
V-ATPase pHluor – regulators of yeast V-ATPase proton pumping, primary screen, pHLuorin cytosolic pH fluorescence; response, % at 10 µM; S. cerevisiae; 0.37% of 350,000 active; in the data active = response mostly above about 7.3%, no sharp cut-off; inactive = mostly below about 5.4%; note: actives read high; inactives centre near 0; some compounds called inactive have numbers as strong as hits; reference of the scale not given here
PKA-R2B activ – activators of PKA-R2B holoenzyme, primary screen, biochemical, fluorescence polarization, Cy5-IP20, human | cAMP-dependent protein kinase catalytic subunit beta (Homo sapiens) + cAMP-dependent … | PKA-R2B holoenzyme dissociation; R2B truncated from residue 108, S112A mutant; 0% DMSO only, 100% 113 µM cGMP | activation, % at 11.4 µM | 0.079% of 340,000 active;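 active = activation above a cutoff set at the mean over all compounds plus 3 SD, cut at about 18% in these data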;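 note: higher means more holoenzyme dissociation and a rise in polarization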
Target sequence (P31323 whole entry, looked up, other chains not shown, the tested form may be a part): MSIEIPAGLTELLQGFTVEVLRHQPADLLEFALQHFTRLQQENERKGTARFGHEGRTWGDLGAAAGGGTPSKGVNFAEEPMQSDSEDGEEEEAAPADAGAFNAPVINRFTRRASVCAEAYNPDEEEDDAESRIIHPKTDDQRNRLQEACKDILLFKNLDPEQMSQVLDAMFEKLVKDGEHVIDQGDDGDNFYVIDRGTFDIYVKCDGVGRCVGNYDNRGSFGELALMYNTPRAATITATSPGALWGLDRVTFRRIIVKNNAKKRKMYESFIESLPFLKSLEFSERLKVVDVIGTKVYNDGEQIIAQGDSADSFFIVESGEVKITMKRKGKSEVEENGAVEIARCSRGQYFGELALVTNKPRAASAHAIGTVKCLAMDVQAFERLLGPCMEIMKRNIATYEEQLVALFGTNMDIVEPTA
DSG3 Ab inh – inhibitors of pemphigus antibody binding to DSG3, primary screen, biochemical, bead-based, flow cytometry, scFv-GFP. DSG3-coupled beads, scFv-anti-DSG3-GFP binding; stronger effect = lower value. binding (percent of control), % at 10 µM. 0.48% of 310,000 active;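 active = binding more than 3 SD below its plate's average and above zero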;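 note: hits lower antibody fragment binding to DSG3; some compounds called inactive have numbers as strong as hits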
HTR5A inv ag – HTR5A inverse agonists in luminescence cell assay, primary screen, counter-screen for OPRM1-OPRD1 heterodimer inverse agonist project, full-deck HTS | 5-hydroxytryptamine receptor 5A (Homo sapiens), P47898 | HTR5A cell line, inverse agonism | inhibition, % at 9.3 µM | 0.083% of 340,000 active | AID 504634, 2011; in the data active = inhibition mostly above about 23%, no sharp cut-off; inactive = mostly below about 18%;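 note: 0% = cells with DMSO and 100% = no-cell wells with DMSO; some compounds called inactive have numbers as strong as hits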
OPRM1-OPRD1 inv – inverse agonists of MOR-DOR heterodimerization, primary screen, cell-based, luminescence; AID 504357, 2011; Mu-type opioid receptor (Homo sapiens) + Delta-type opioid receptor (Homo sapiens), …; inhibition, % at 9.3 µM; 0.21% of 340,000 active; cell-based MOR-DOR heterodimer luminescence, inverse agonism; in the data active = inhibition above about 22%, passing the limit was not always enough;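 note: 0% = cells with DMSO and 100% = wells without cells with DMSO; values of inactives mirror those of a sister screen read the other way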
PKA-R1A act – activators of PKA-R1A holoenzyme, primary screen, biochemical, fluorescence polarization, Cy5-IP20, bovine R1A, mouse PKAc; cAMP-dependent protein kinase type I-alpha regulatory subunit (Bos taurus) + …; PKA-R1A dissociation; scaled: DMSO 0%, 113 µM cGMP 100%; activation, % at 11.4 µM; 0.083% of 340,000 active;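 active = percent activation above the mean of all tested compounds plus 3 SD, cut at about 19% in these data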;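 note: higher means more PKAc released from R1A so a rise in polarization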
HTR5A ag ctr – HTR5A agonists in luminescence cell assay, primary screen, counter-screen for OPRM1-OPRD1 heterodimer agonist project, full-deck HTS | 5-hydroxytryptamine receptor 5A (Homo sapiens), P47898 | cell-based | activation, % at 9.3 µM | 0.61% of 340,000 active | AID 504692, 2011; in the data active = activation mostly above about 9.5%, no sharp cut-off; inactive = mostly below about 7.6%;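 note: 0% = cells with vehicle only and 100% = reference agonist; strong numbers were not always called active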
Numbers without * were called inactive; nt = not tested or not shown.

1: Cn1c(CC(=O)Nc2ccccc2F)nnc1SCC(=O)NC1=NCCS1
2: CCC(C(=O)OCC(=O)Nc1ccc2[nH]c(=O)[nH]c2c1)c1ccccc1 (stereo not drawn)
3: O=C(Nc1sc2c(c1-c1nc3ccccc3[nH]1)CCCC2)C1CCCC1
4: COC(=O)c1cc(OC)c(OC)cc1NC(=S)Nc1cc(Cl)ccc1OC
5: CN(C)C1=NCCN1CCCC1CCCCC1
6: COc1ccccc1N1CCN(C(=S)Nc2cccc(C)c2)CC1
7: Cc1ncoc1C(=O)N1CCCC(C(=O)c2ccc(-c3ccccc3)c(F)c2)C1 (stereo not drawn)
8: CN1CCC(=NNC(=O)CN(c2cccc(Br)c2)S(C)(=O)=O)CC1
Screen / compound no.	1	2	3	4	5	6	7	8
DAGLB inh	-3	1	-4	-1	3	-3	-5	2
Arr AP2 block	25	-24	5	-5	5	13	-4	-1
OPRM1-OPRD1 ag	-1.9	-1.2	-0.6	-1.3	-2.8	-2.7	-0.6	-4.1
V-ATPase pHluor	-4	1	1	-1	0	-1	1	-3
PKA-R2B activ	-2	3	3	4	2	6	-10	-6
DSG3 Ab inh	109	98	102	100	101	98	92	84
HTR5A inv ag	-18	13	-20	4	7	2	-1	2
OPRM1-OPRD1 inv	10	8	3	8	15	13	3	21
PKA-R1A act	7	-6	-4	7	-1	-4	-1	-4
HTR5A ag ctr	2	-5	4	-1	-3	-1	4	3

9: Cc1ccc(-n2nc3cc(C)c(NC(=S)NC(=O)/C=C/c4ccco4)cc3n2)cc1
10: O=C(Nc1cc(Cl)ccc1-n1cncn1)C1CC1
11: CCNc1nc(-c2ccc(OC(F)F)cc2)c(C)s1
12: Cc1nc2nc(C)n(-c3ccccc3)c2s1
13: Cc1c(Cl)c([N+](=O)[O-])nn1CC(=O)NC1CCCCC1
14: CCCCN1C(=O)C(CC(=O)NCc2ccco2)CC(C(=O)N(CC)CC)=C1C (stereo not drawn)
15: O=C(NCc1ccco1)/C(=C\c1cccs1)NC(=O)c1ccsc1
16: O=c1oc2ccccc2n1CCn1c2ccccc2c2nc3ccccc3nc21
Screen / compound no.	9	10	11	12	13	14	15	16
DAGLB inh	6	3	-1	0	2	1	-1	-3
Arr AP2 block	-3	4	4	23	51	nt	22	-1
OPRM1-OPRD1 ag	-2.5	4.9	0.6	-2.8	-2.1	nt	1.7	0.5
V-ATPase pHluor	4	3	1	0	1	-2	-3	3
PKA-R2B activ	4	-4	-10	8	-5	-1	5	6
DSG3 Ab inh	95	107	98	104	106	nt	96	97
HTR5A inv ag	-49	0	15	5	-11	nt	-7	9
OPRM1-OPRD1 inv	13	-31	-3	11	12	nt	-9	-3
PKA-R1A act	-3	2	-8	3	2	-2	1	-8
HTR5A ag ctr	4	-4	6	-1	-1	nt	3	-3

17: C[N+](C)(C)c1ccc(/C=N/Nc2nc(Cl)c(C#N)c(Cl)c2Cl)cc1
18: COc1ccc(/C(=C\Nc2ccc(C)c(C)c2)C(C)=O)cc1OC
19: COc1ccc(Cl)cc1S(=O)(=O)N1CCCC(C(=O)NCc2ccncc2)C1 (stereo not drawn)
20: O=C(OCc1nc(-c2ccccc2Cl)no1)c1ccco1
21: CCCCCC(=O)N1C[C@H](n2cc(COC(=O)c3ccccc3)nn2)[C@@H](O)C[C@@H]1c1ccccc1
22: Cc1ccc(Oc2ccccc2NC(=O)C2=COCCO2)cc1
23: Cc1occc1C(=O)Nc1cccc(Cl)c1Cl
24: O=C1NCC(NC(=O)C(F)(F)F)c2cc3c(cc21)OCO3 (stereo not drawn)
Screen / compound no.	17	18	19	20	21	22	23	24
DAGLB inh	-1	1	-2	-5	-3	-13	-4	0
Arr AP2 block	-6	37	25	0	nt	-12	3	23
OPRM1-OPRD1 ag	2.0	-1.4	-1.5	-5.1	nt	5.9	-1.1	0.7
V-ATPase pHluor	3	1	-5	-10	-2	6	5	-1
PKA-R2B activ	-5	-11	-9	-7	-3	-5	-7	-7
DSG3 Ab inh	104	104	101	103	nt	104	102	116
HTR5A inv ag	11	-3	2	10	nt	-22	-7	5
OPRM1-OPRD1 inv	-12	8	8	19	nt	-39	6	-3
PKA-R1A act	-12	-10	-5	-7	4	-8	1	-1
HTR5A ag ctr	1	1	7	0	nt	4	0	-2

25: CN(C)/C=N/c1sc2c(c1C#N)CCCC2
26: CCOc1ccccc1NC(=O)CCS(=O)(=O)c1ccc(Br)cc1
27: COc1ccc(CCCc2nnc(SCC(=O)NN)o2)c(C)c1
28: Cc1cccc(S(=O)(=O)C(C#N)c2nc3ccccc3nc2N2CC(C)OC(C)C2)c1 (stereo not drawn)
29: Cc1cc(S(=O)(=O)N2CCOCC2)ccc1OCC(=O)NCCN1CCOCC1
30: COc1ccc(-c2cncnc2N)cc1OC
31: CC(=NCCCNC1CCCCC1)C1=C(O)CC(C)(C)CC1=O
32: Nc1ccc2[nH]c(=S)sc2c1
Screen / compound no.	25	26	27	28	29	30	31	32
DAGLB inh	-2	0	-4	4	-3	-4	-1	1
Arr AP2 block	-29	8	35	32	3	nt	-2	12
OPRM1-OPRD1 ag	-2.0	-2.3	0.5	-0.8	-0.6	nt	-0.9	3.3
V-ATPase pHluor	11*	1	2	1	-1	-1	2	-3
PKA-R2B activ	-7	-9	-9	1	-12	-4	-10	-9
DSG3 Ab inh	106	101	97	124	106	102	100	84
HTR5A inv ag	5	2	-6	-2	-28	nt	-5	-5
OPRM1-OPRD1 inv	10	11	-2	5	4	nt	5	-17
PKA-R1A act	2	-15	-10	-6	0	-2	-8	0
HTR5A ag ctr	0	-1	2	-1	0	nt	1	1

33: O=C(Nc1cccc(NC(=O)c2cncc(Br)c2)c1)c1cncc(Br)c1
34: Cc1nc(Cl)c(C(=O)NCc2ccccc2)c(C)c1[N+](=O)[O-]
35: Cc1nn(-c2ccc(F)cc2)c(Cl)c1/C=C(/CCC(=O)O)c1nc2ccccc2s1
36: COC(=O)C1=C[C@@H](C(=O)OC)[C@@H]2C3=C(C(=O)[C@]2(CC(C)C)NC(=O)c2ccccc2)[C@H](C)n2c(=O)n(-c4ccccc4)c(=O)n2[C@@H]3C1
37: O=C(Nc1ccc(Oc2ccsc2C(=O)O)cc1)c1ccccc1F
38: COc1ccc(NS(=O)(=O)c2cc(NC(=O)CCNC(C)=O)ccc2N2CCCCC2)cc1
39: O=C(Cn1ccc([N+](=O)[O-])n1)N1CCCc2ccccc21
40: CCOC(=O)c1cc(NC(=O)CCC(=O)O)ccc1N1CCCCC1
Screen / compound no.	33	34	35	36	37	38	39	40
DAGLB inh	-1	0	1	2	0	1	0	2
Arr AP2 block	6	0	-13	-5	-1	-2	2	19
OPRM1-OPRD1 ag	-2.2	-1.0	-2.3	-2.3	-1.0	-2.0	-2.7	0.1
V-ATPase pHluor	1	0	-1	1	2	-1	2	-2
PKA-R2B activ	-7	-3	-1	-6	1	-3	-2	0
DSG3 Ab inh	97	102	97	103	102	101	99	106
HTR5A inv ag	-8	11	-1	-15	-20	-7	3	9
OPRM1-OPRD1 inv	10	5	11	13	5	11	15	0
PKA-R1A act	-1	5	1	4	1	-11	0	7
HTR5A ag ctr	2	-3	0	5	5	2	4	-1

Part of the list above, with two lines to a compound:
Every second line gives: DAGLB inh	Arr AP2 block	OPRM1-OPRD1 ag	V-ATPase pHluor	PKA-R2B activ	DSG3 Ab inh	HTR5A inv ag	OPRM1-OPRD1 inv	PKA-R1A act	HTR5A ag ctr
(35) Cc1nn(-c2ccc(F)cc2)c(Cl)c1/C=C(/CCC(=O)O)c1nc2ccccc2s1
  1	-13	-2.3	-1	-1	97	-1	11	1	0
(33) O=C(Nc1cccc(NC(=O)c2cncc(Br)c2)c1)c1cncc(Br)c1
  -1	6	-2.2	1	-7	97	-8	10	-1	2
(38) COc1ccc(NS(=O)(=O)c2cc(NC(=O)CCNC(C)=O)ccc2N2CCCCC2)cc1
  1	-2	-2.0	-1	-3	101	-7	11	-11	2
(39) O=C(Cn1ccc([N+](=O)[O-])n1)N1CCCc2ccccc21
  0	2	-2.7	2	-2	99	3	15	0	4

Additional structures.
41: COc1ccc(/C(O)=C2/C(=O)C(=O)N(c3ccccn3)C2c2ccc(OC)cc2)cc1 (stereo not drawn)
42: O=C(CCCCn1c(=S)[nH]c2ccsc2c1=O)NCc1ccc2c(c1)OCO2
43: O=C(CSc1nc2ccccc2[nH]1)N/N=C/C=C/c1ccccc1[N+](=O)[O-]
44: Cc1cc(NC(=O)C(C)SCC(=O)OCC(=O)Nc2c(C)cccc2C(C)C)no1 (stereo not drawn)
45: COc1ccc(NC(=O)CN2CCC(NC(=O)c3ccco3)CC2)c([N+](=O)[O-])c1
46: Cc1cc(C)c(C)c(S(=O)(=O)N2CCC(C(=O)Nc3ccccc3N3CCOCC3)CC2)c1C
47: NC(=O)c1sc(=S)n2c1[nH]c(=O)c1sccc12
48: Cc1ccc(C(=O)N2N=C(c3cccc(NS(C)(=O)=O)c3)CC2c2cccs2)cc1 (stereo not drawn)
Screen / compound no.	41	42	43	44	45	46	47	48
DAGLB inh	-1	3	0	-3	2	0	3	-2
Arr AP2 block	22	36	25	18	8	24	10	-5
OPRM1-OPRD1 ag	-0.7	-0.5	-3.3	-2.5	0.8	1.6	-2.7	-0.7
V-ATPase pHluor	-2	-3	0	0	-5	0	-4	5
PKA-R2B activ	2	1	0	0	-9	0	-3	-1
DSG3 Ab inh	102	96	nt	98	nt	1.0*	123	114
HTR5A inv ag	-3	16	-16	-21	27	-9	-2	4
OPRM1-OPRD1 inv	3	2	17	10	-4	-8	13	3
PKA-R1A act	9	-1	-3	-4	-14	-3	-4	-11
HTR5A ag ctr	1	-6	-2	8	6	2	1	-1

49: CN(C)C(CNC(=O)C1CCN(S(=O)(=O)c2ccc(Cl)cc2)CC1)c1ccccc1 (stereo not drawn)
50: Cc1ccc2cc(CN(CC(C)C)S(=O)(=O)c3ccccc3)c(=O)[nH]c2c1
51: CC(=O)c1ccc(N2CCN(Cc3cc(=O)n4c(-c5ccccc5)csc4n3)CC2)cc1
52: Cc1nc(N2CCN(c3ccccc3)CC2)nc2c1C(=O)CC(c1ccccc1)C2 (stereo not drawn)
Screen / compound no.	49	50	51	52
DAGLB inh	-2	-1	2	-4
Arr AP2 block	-6	0	-6	2
OPRM1-OPRD1 ag	3.0	-0.1	-1.0	0.4
V-ATPase pHluor	-4	2	3	1
PKA-R2B activ	7	0	1	-11
DSG3 Ab inh	100	96	87	99
HTR5A inv ag	-17	-18	-2	9
OPRM1-OPRD1 inv	-14	0	5	-2
PKA-R1A act	10	7	-3	-17
HTR5A ag ctr	5	4	2	3
